mIDH1 inhibitor – human IDH1 R132H inhibition; IDH1-R132H enzyme, NADPH consumption, diaphorase/resazurin fluorescence; Potency, µM (doses to about 76.6 µM), without a hit: top-dose activity change, negative = inhibition, hits mostly inhibitors; hit rate 0.093% among 390,000; AID 602179; note: potency is the fitted concentration of half-maximal effect; % is set by controls: 0 for no effect and ±100 for the full control effect; nearly all actives have a fitted effect of over 65% in size
Target sequence (O75874 whole entry R132H, stated change not applied): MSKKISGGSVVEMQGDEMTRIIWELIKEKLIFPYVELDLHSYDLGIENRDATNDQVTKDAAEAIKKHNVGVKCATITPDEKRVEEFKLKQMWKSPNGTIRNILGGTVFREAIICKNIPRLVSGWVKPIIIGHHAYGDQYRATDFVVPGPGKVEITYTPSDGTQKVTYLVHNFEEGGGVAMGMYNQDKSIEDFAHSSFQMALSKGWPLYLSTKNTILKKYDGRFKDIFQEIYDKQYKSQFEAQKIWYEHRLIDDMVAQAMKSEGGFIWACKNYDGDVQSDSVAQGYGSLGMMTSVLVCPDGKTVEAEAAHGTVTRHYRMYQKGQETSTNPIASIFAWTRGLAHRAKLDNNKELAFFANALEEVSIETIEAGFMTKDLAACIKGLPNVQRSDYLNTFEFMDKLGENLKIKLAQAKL
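IDH1-R132H (0.5 ug/mL dispensed) in pH 7.5 Tris buffer was preincubated 30 min with compound, then given a substrate mix of 0.016 mM NADPH and 2 mM alpha-KG for 80 min at room temperature; remaining NADPH was read by diaphorase/resazurin fluorescence.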
D2 ag – activates the human D2 dopamine receptor; HEK293 T-REx D2 cells, calcium flux agonist mode; activation, % at 2 µM; hit rate 0.53% among 340,000; AID 485358;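 active = activation over 3 SD above normal in the single-dose calcium agonist read, cut at about 30% in these data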; note: 0% is about no effect
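Agonism is scored from calcium flux in a force-coupled, inducible HEK293 cell line expressing D2, read kinetically for 180 s after compound addition against dopamine controls.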
TrxR1 inh – rat TrxR1 inhibition. O89049. recombinant rTrxR1, NADPH fluorescence consumption, selenite substrate. Potency, µM (top dose mostly 114 µM), for inactives: top-dose activity change, negative = inhibition, usual class: inhibitors. hit rate 1% among 390,000. AID 588453; note: potency is the fitted concentration of half-maximal effect; % is set by controls: 0 for no effect and ±100 for the full control effect; nearly all actives have a fitted effect of over 65% in size
Target sequence (O89049 whole entry, looked up): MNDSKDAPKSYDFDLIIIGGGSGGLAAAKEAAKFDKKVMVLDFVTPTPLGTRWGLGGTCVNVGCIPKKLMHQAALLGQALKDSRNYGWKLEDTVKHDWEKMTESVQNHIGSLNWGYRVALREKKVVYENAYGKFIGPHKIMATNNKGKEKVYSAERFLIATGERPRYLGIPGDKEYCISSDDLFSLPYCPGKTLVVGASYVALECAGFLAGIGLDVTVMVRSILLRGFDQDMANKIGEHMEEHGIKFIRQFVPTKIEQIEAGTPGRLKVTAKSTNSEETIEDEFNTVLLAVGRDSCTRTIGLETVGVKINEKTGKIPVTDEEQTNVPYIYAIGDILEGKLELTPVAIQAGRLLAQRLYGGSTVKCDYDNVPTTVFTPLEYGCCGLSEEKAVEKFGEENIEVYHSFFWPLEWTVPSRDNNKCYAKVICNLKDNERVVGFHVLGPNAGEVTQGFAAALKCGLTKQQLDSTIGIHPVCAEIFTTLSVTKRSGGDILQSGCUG
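Rat TrxR1 (90 nM in the dispensed reagent) was pre-reduced with 400 uM NADPH for 5 min at room temperature, then incubated with compound for 15 min. After 400 uM selenite was added, NADPH fluorescence (Ex 340/Em 450 nm) was followed for 8 min.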
D2 antag – antagonists of human D2 dopamine receptor; HEK293 TREx D2 cells, calcium flux, dopamine EC80; inhibition, % at 10 µM; hit rate 2% among 340,000; in the data active = inhibition above about 30%; note: 0% is about no effect
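Compounds are added to dye-loaded, induced HEK293 T-REx cells coupled to calcium release via D2; after a 3 min kinetic read an EC80 dopamine stimulus is given and fluorescence is recorded for 3 more min.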
TrxR1 substrate – substrates of rat thioredoxin reductase 1. O89049. purified TrxR1 substrate turnover, NADPH consumption readout. Potency, µM (doses to about 114 µM), for the others: top-dose activity change, negative = substrate turnover. hit rate 0.01% among 390,000. AID 588456; note: potency is the fitted concentration of half-maximal effect; % is set by controls: 0 for no effect and ±100 for the full control effect; nearly all actives have a fitted effect of over 50% in size
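Rat TrxR1, dispensed at 90 nM, was prereduced with 400 uM NADPH (final) for 5 min at ~22 deg C, then incubated with compound 15 min before 400 uM selenite. A first-read NADPH fluorescence drop versus no-compound background flagged substrates.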
Pin1 inhibitor – human Pin1 inhibition | Q13526 | Potency, µM (doses to about 115 µM), inactives show top-dose activity, negative = inhibition, usual class: inhibitors | AID 504891 | hit rate 0.009% among 390,000 | Pin1 FP peptide displacement, HiFluor488, 10 min; active = well fitted inhibition curve with a large enough effect in the polarisation, with a control signal flat, not every such curve was filed as active; inconclusive = small, poorly fitted or top-dose-only effect, or effect the other way, or a change in a side signal; inactive = no such curve, though single readings can be large or run the other way; the % refers to the polarisation; note: potency is the fitted concentration of half-maximal effect; % is set by controls: 0 for no effect and ±100 for the full control effect
Target sequence (Q13526 whole entry, looked up): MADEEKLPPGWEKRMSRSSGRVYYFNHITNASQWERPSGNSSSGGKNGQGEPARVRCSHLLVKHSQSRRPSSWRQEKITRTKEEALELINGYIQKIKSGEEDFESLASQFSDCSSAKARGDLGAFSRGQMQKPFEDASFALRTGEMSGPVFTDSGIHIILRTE
TRHR PAM – allosteric enhancers of human TRH receptor. P34981. TRHR cells, fluo-8 calcium fluorescence, EC20 TRH enhancement. enhancement, % at 2 µM. hit rate 0.66% among 360,000. AID 493056; in the data active = enhancement above about 30%; note: 0% is about no effect
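TRHR-expressing cells loaded with fluo-8 calcium dye were read kinetically (ex 480/em 530) during compound addition, then stimulated with an EC20 of TRH (10 nM final). Enhancement of the Gq-mediated intracellular calcium response was scored.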
USP1 inh – inhibitors of human USP1/UAF1 deubiquitinase | O94782 | recombinant USP1/UAF1, Ub-Rhodamine cleavage fluorescence | Potency, µM (top dose mostly 57.1 µM), inactives show at the top dose activity change, negative = inhibition, actives largely listed as inhibitors | hit rate 0.23% among 390,000 | AID 743255; note: potency is the fitted concentration of half-maximal effect; % is set by controls: 0 for no effect and ±100 for the full control effect; nearly all actives have a fitted effect of over 60% in size; inactives centre near -12
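Step one: compound is pinned into 1nM USP1/UAF1 in HEPES pH 7.8 buffer with TCEP. Step two: 15 min room-temperature incubation. Step three: Ub-Rho (150nM final) starts cleavage, tracked by fluorescence over six one-minute reads.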
TRHR ag – TRH receptor (human) agonism | P34981 | TRHR cells, calcium flux fluo-8, FDSS agonist mode | activation, % at 2 µM | hit rate 0.18% among 360,000 | AID 493084; in the data active = activation above about 30%; note: 0% is about no effect
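In this calcium-flux screen, cells bearing human TRHR are dye-loaded with fluo-8, baselined for 10 cycles, then exposed to library compounds; positive kinetic calcium responses during the agonist phase mark hits, with TRH as control.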
* = called active by the depositor; ? = inconclusive; nt = no result given; [ ] = another dose, or the depositor's remark. Unless noted, calls come from the whole dose curve; as a rule, active = well fitted inhibition curve with a large enough effect; inconclusive = small, poorly fitted or top-dose-only effect; inactive = no such curve, though single readings can be large or run the other way. The list is partial; the hit share may differ from the screen's.

Compound,USP1 inh,mIDH1 inhibitor,Pin1 inhibitor,TRHR ag,TrxR1 inh,D2 antag,TRHR PAM,TrxR1 substrate,D2 ag
COC(=O)c1ccccc1N=Nc1c(C)noc1C,-11%,12%,1%,-0.4,15%[57.1 µM],-3,-2,-5%,-0.8
CCCCCC(=O)NC(NC(=S)N1CCOCC1)C(Cl)(Cl)Cl (stereo not given),7%,-3%,3%,0.4,-13%,9,-2,-6%,-0.5
c1ccc(-n2ncc3c(N4CCN(CCOc5cccc6ccccc56)CC4)ncnc32)cc1,-4%,-1%,35%[activator],1.2,-5%,-1,-4,8%,0.2
O=C(O)c1ccc(CSc2nnc(-c3ccncc3)n2CC2CCCO2)cc1 (stereo not given),-4%,6%,-5%,0.2,5%,3,1,3%,0.3
CC(=O)c1ccc(NC(=O)CN2C(=O)NC(C)(C3CCCCC3)C2=O)cc1 (stereo not given),-19%,-15%,1%,0.4,17%,-7,10,1%,0.1
O=C1NC(=O)C(=Cc2ccccc2)N1,-21%,4%,1%,nt,-1%,nt,nt,-7%,nt
CC(C)(C)N1NC2(CCCCC2)NC1=S,2%,8%,1%,-0.8,4%[57.1 µM],nt,-6,6%[57.1 µM],nt
COc1ccc(Cl)cc1NC(=O)COC(=O)/C=C/c1c(C)nn(C2CCS(=O)(=O)C2)c1Cl (stereo not given),-10%,7%,-7%,0.5,0%,6,1,3%,0.2
CC(=O)C1CCC2C3CCC4CC(=O)CCC4(C)C3C(O)CC12C (stereo not given),7%,-1%,3%,nt,-12%,nt,nt,-10%,nt
COC(=O)c1ccccc1NC(=O)C1(c2cccs2)CCOCC1,?,19%,-6%,-0.1,8%[57.1 µM],nt,4,0%[57.1 µM],1.0
O=C(O)COc1ccc(/C=N/NC(=O)c2ccc(-c3csc(Nc4ccc(Cl)cc4)n3)cc2)cc1,?,4%,nt,-0.7,1%,1,-5,9%,-0.3
COc1ccc([N+](=O)[O-])cc1NC(=O)CCN1CCOCC1,-17%,-5%,-6%,0.5,6%,11,1,-3%,-1.8
CCOC(=O)c1ccc(NC(=O)CC2C(=O)N(c3cccc(C)c3)C(=O)N2CCOC)cc1 (stereo not given),-10%,0%,0%,-0.2,11%,nt,3,-4%,-0.8
CCC(=O)Oc1ccc(/C=C(\C#N)c2nc3ccccc3[nH]2)cc1OC,-27%,nt,?,6.6,-11%,nt,7,-1%,4.6
C#CCOCCOCCOCCNc1nc(N2CCN(C(=O)C([C@@H](C)O)n3cc([C@@H](N)CCCCN)nn3)CC2)nc(N2CCN(C(=O)[C@H](CCCCN)n3cc([C@@H](N)[C@H](C)CC)nn3)CC2)n1 (stereo not given in full),-29%,16%,1%,nt,?,nt,nt,11%,nt
CN(C)CCN(Cc1cc2cc3c(cc2[nH]c1=O)OCCO3)C(=S)NCC1CCCO1 (stereo not given),-10%,-1%,1%,-0.2,12%[57.1 µM],41*,-3,70%,0.0
CC(Sc1nnc2ccccn12)C(=O)Nc1ccc(Cl)cn1 (stereo not given),-19%,3%,-4%,0.2,12%,-1,3,-2%,1.0
c1ccc2c(c1)ncc1nncn12,-5%,-5%,-7%,1.5,-9%,nt,11,-8%,0.2
COc1ccc(C(=O)C2CCCN(Cc3cccn3-c3nccs3)C2)cc1F (stereo not given),-10%,0%,0%,1.2,1%,nt,-7,2%,nt
O=C(Nc1nccs1)c1cc(-c2ccccn2)nc2c(Cl)cccc12,-24%,-4%,45%[activator],-0.5,-2%,nt,-3,-3%,0.9
CC(C)(C)OC(=O)N1CCCN(C(=O)Nc2ccc(OC(F)(F)F)cc2)CC1,-27%,-2%,-6%,1.2,6%,13,-4,-8%[57.1 µM],0.0
CCOC(=O)CNC(=O)c1ccc(Cl)s1,-28%,0%,-2%,-1.2,13%,9,-2,3%,-1.2
COc1ccc(NC(=S)Nc2ccc(OC(F)F)cc2)cn1,-13%,7%,-15%,0.5,17%[57.1 µM],3,27,-5%[57.1 µM],-0.2
O=C(CN1C(=O)CCSc2ccccc21)Nc1ccc2c(c1)OCO2,5%,0%,-2%,-0.1,17%,-2,-5,-1%,-0.1
CCOC(=O)c1c(C)n(-c2ccc(C)cc2)c2c(CC(C)=O)c(Br)c(OC)c(O)c12,7%,-1%,-7%,-0.1,-6%,-5,1,-5%,0.4

(more compounds)
Compound,USP1 inh,mIDH1 inhibitor,Pin1 inhibitor,TRHR ag,TrxR1 inh,D2 antag,TRHR PAM,TrxR1 substrate,D2 ag
O=C(Cc1ccccc1)Nc1ncccn1,-16%,-8%,-8%,0.0,7%[57.1 µM],5,-1,7%[57.1 µM],0.9
C=CCC[C@H](Cc1ccc(F)cc1)C(=O)OC[C@@H](Cc1c[nH]c2ccccc12)NC(=O)[C@H](CC=C)CC(=O)NCCO,-36%,1%,?,nt,8%,nt,nt,-11%,nt
COc1cccc(NC(=O)C2CCCN2C(=O)NC2CCCCC2)c1 (stereo not given),-21%,0%,4%,-0.1,15%[57.1 µM],-17,-4,7%[57.1 µM],-0.5
CCOC(=O)CNC(=O)N1CCCC(C(=O)c2cc(C)c(OC)c(C)c2)C1 (stereo not given),-9%,0%,-7%,0.3,18%,-7,0,-1%,0.1
Cc1nn(-c2ccccc2)c(C)c1/C=N/NC(=O)c1cc(-c2cccs2)[nH]n1,-24%,1%,16%,0.7,13%,-2,4,0%,-1.5
Clc1ccc(OCCN2CCOCC2)cc1,-6%,-1%,-4%,-0.5,11%,nt,36*,-2%,nt
COc1cccc(S(=O)(=O)Nc2cccnc2)c1,-14%,0%,-2%,0.1,-3%[57.1 µM],2,6,-4%[57.1 µM],1.1
O=C(Cn1nnc(-c2ccccc2)n1)OCc1ccccc1,-21%,4%,?,nt,9%,nt,nt,-4%,nt
O=C(COC(=O)c1ccco1)Nc1cc(S(=O)(=O)N2CCOCC2)ccc1Cl,8%,0%,-4%,nt,20%[57.1 µM],nt,nt,-8%[2.29 µM],nt
CC(=O)c1cccc(S(=O)(=O)N2CCC(n3nnc4cc(F)ccc43)CC2)c1,-5%,4%,-3%,0.0,13%[57.1 µM],-18,-1,-3%[57.1 µM],0.7
COc1cc(NC(=O)COC(=O)c2ccc3ccccc3n2)cc(OC)c1,-12%,-2%,?,-0.1,-3%,-7,-1,-7%,-0.5
COC(=O)c1cc(C(=O)OCC(=O)NC2CCCC2)cc([N+](=O)[O-])c1,-22%,-2%,11%,0.0,14%,18,1,2%,0.7
CCn1c(CCNC(=O)c2ccc(OC)cc2)nnc1SCc1ccc(Cl)cc1Cl,-20%,5%,-2%,-1.9,-7%,nt,-5,-9%,nt
O=C(OCc1cc([N+](=O)[O-])cc2c1OCOC2)c1cccnc1SC(F)F,-15%,3%,0%,-0.2,5%,4,0,-8%,-1.4
CC(=O)c1ccc(OCC(=O)N2CCN(S(=O)(=O)c3ccc(Br)s3)CC2)cc1,-5%,6%,-4%,0.8,-3%,-1,-5,0%,1.1
Cc1ccccc1NC(=O)c1cccc(C(=O)Nc2ccccc2C)c1,-7%,8%,0%,nt,12%[57.1 µM],nt,nt,4%[57.1 µM],nt
O=C(Cc1cccs1)N1CCN(c2ccc([N+](=O)[O-])cc2)CC1,-6%,4%,19%,0.2,14%[57.1 µM],0,-7,-10%,0.1
C=CCNC(=O)C1CCN(c2cnccn2)CC1,-21%,13%,1%,-0.1,-1%,7,-7,0%,0.1
Fc1ccc(-n2c(-c3ccc4ccccc4n3)n[nH]c2=S)cc1Cl,-16%,0%,-7%,-0.3,-4%[57.1 µM],-20,1,8%[57.1 µM],-1.3
Cc1c(NC(=O)C2(C)CCCCC2)c(=O)n(-c2ccccc2)n1C,-15%,3%,-7%,-0.1,17%[57.1 µM],5,-8,13%[57.1 µM],-0.2
COc1ccc(S(=O)(=O)N2CCC(C(=O)NC3CC3)CC2)cc1OC,-16%,6%,-9%,-0.4,-9%,nt,6,-6%,nt
CCOC(=O)c1sc(NC(=O)COC(=O)CNC(=O)c2ccco2)c(C(=O)OCC)c1C,-17%,2%,8%,0.0,5%,7,0,-1%,-0.3
Cc1ccc(-c2nc(P(=O)(c3ccccc3)c3ccccc3)c(N3CCOCC3)o2)cc1,-22%,-5%,?,2.0,11%,12,-10,6%,1.2
O=C(Nc1cccc(NC(=O)c2ccccc2)n1)c1ccccc1,-24%,-3%,-2%,-1.3,7%[57.1 µM],1,-9,9%[57.1 µM],-2.3
O=C(NCCCNC(=O)NC1CCCCC1)NC1CCCCC1,-2%,1%,-1%,nt,4%,nt,nt,-3%,nt

More results:
Compound,USP1 inh,mIDH1 inhibitor,Pin1 inhibitor,TRHR ag,TrxR1 inh,D2 antag,TRHR PAM,TrxR1 substrate,D2 ag
Cc1ccccc1C(=O)Nc1ccccc1Sc1ccccc1,-8%,0%,?,-0.8,-21%,-12,-12,-6%,-0.9
COc1cc(CNC2CCC(C)C2)cc(OC)c1 (stereo not given),-3%,4%,-14%,0.9,5%,-22,-1,4%,0.6
COc1ccc(C2CC(c3ccc(Br)cc3)=NN2C(=O)CCC(=O)O)cc1OC (stereo not given),-16%,-3%,3%,0.0,0%,-22,-9,-8%,1.2
O=C(NCCCn1ccnc1)c1ccc(N2CCCCCC2)c([N+](=O)[O-])c1,-12%,-1%,-1%,-0.8,8%[57.1 µM],-23,-5,-6%[57.1 µM],-0.3
COc1ccc(NC(=O)CCCNC(=O)Cn2cnc3sc(C)c(C)c3c2=O)c(OC)c1,5%,25%,0%,-0.1,-8%[57.1 µM],-5,7,-3%[57.1 µM],-0.5
Cc1cccc(NC(=O)CCOc2ccccc2)c1,-20%,1%,5%,0.0,19%[57.1 µM],-2,2,12%[57.1 µM],-0.4
COc1ccc(N2CCc3c(C)nc4c(OC)cc(OC)cc4c32)cc1,-5%,14%,?,-0.6,5%[57.1 µM],nt,3,10%,nt
CCC(C)Sc1ccc([C@@H]2[C@@H]3C(=O)N(CC)C(=O)[C@@H]3[C@]3(C(=O)OC)CCCCN23)cc1OC (stereo not given in full),-26%,-32%,2%,nt,-25%,nt,nt,-5%,nt

High-throughput results (PubChem)
